Screening results as filed in PubChem BioAssay.
CHRM1 antagonist: blocks human M1 muscarinic receptor; CHO-K1 hM1, Fluo-8 calcium fluorescence, ACh EC80 antagonist; inhibition, % at 3 µM; actives 1.3% (n = 360,000); AID 588852;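 active = percent inhibition above its own plate's cutoff, namely the mean of that plate's compound wells plus 3 SD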;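 also: peak over basal fluorescence ratio during 140 s after agonist addition; 0% = ACh EC80 plus DMSO and 100% = DMSO alone without agonist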
Target sequence (P11229 whole entry, looked up): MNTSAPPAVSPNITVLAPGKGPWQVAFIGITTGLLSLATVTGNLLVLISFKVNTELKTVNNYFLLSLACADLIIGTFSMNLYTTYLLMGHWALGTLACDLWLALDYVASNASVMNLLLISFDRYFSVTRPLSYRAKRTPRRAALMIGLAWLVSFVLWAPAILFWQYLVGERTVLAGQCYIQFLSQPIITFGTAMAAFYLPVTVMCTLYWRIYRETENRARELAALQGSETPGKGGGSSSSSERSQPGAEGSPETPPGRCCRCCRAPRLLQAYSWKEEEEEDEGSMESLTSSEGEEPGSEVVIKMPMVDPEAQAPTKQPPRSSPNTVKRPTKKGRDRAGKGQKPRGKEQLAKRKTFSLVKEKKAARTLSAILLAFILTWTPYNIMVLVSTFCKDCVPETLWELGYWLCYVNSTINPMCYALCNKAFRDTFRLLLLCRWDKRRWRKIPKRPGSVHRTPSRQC
CHRM5 antagonist: antagonists of human muscarinic M5 receptor (CHRM5); actives 0.59% (n = 360,000); CHO-hM5 cells, Fluo-8 calcium fluorescence, ACh EC80; P08912; inhibition, % at 3 µM;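 active = inhibition above a per-plate cutoff, the mean of that plate's test compounds plus 3 SD, cut at about 27% in these data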;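 also: 0% = acetylcholine EC80 with DMSO and 100% = DMSO without agonist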
M5 ag: agonists of human muscarinic M5 receptor (CHRM5). CHO-K1 hM5 cells, Fluo-8 calcium fluorescence; 0% DMSO wells, 100% maximal acetylcholine response. activation, % at 3 µM. P08912. AID 624037. actives 0.19% (n = 360,000);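 active = activation above the run's mean over test compounds plus 3 SD, cut at about 23% in these data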;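 also: signal is peak over basal fluorescence ratio across the kinetic read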
TAAR1 agonist: agonists of human TAAR1. CHO RD-HGA16 TAAR1, Fluo-8 calcium fluorescence; vehicle wells 0%, saturating PEA agonist 100%. Q96RJ0. actives 0.99% (n = 360,000). activation, % at 3 µM;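 active = activation above the mean activation of all test compounds in the run plus 3 SD, cut at about 38% in these data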
Target sequence (Q96RJ0 whole entry, looked up): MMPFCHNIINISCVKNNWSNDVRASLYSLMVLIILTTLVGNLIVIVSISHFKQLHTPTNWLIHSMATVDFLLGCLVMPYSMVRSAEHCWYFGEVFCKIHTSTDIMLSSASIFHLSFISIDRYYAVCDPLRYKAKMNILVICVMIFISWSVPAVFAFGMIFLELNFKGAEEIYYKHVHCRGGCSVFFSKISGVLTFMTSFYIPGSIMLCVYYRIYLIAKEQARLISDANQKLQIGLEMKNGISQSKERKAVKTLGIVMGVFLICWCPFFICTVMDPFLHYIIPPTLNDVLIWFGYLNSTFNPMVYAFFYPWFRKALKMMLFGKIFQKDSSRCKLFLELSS
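Test system: RD-HGA16 (CHO) cells co-expressing Gα16 and hTAAR1; dosing: one-point dosing at 3 µM (nominal); timing: 17-24 h seeding, 75 min 37 °C dye, 30 min RT; signal: kinetic Fluo-8 calcium fluorescence; read-out basis: % activation relative to PEA EC100 response; controls: DMSO and PEA EC100; replicates: n 1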
M4 ag: agonists of human muscarinic M4 receptor (CHRM4) | P08173 | AID 624127 | CHO-K1 hM4/Gqi5, Fluo-8 calcium fluorescence; vehicle 0%, full acetylcholine response 100% | actives 0.14% (n = 360,000) | activation, % at 3 µM;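 active = activation above the run mean over all test wells plus 3 SD, cut at about 32% in these data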;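 also: peak over basal fluorescence ratio per well then scaled between controls; 0% = DMSO wells and 100% = acetylcholine at EC100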
CHRM1 PAM: potentiates human M1 receptor response to acetylcholine. P11229. CHO-K1 hM1, Fluo-8 calcium fluorescence, ACh EC20; 0% = ACh EC20, 100% = maximal ACh. activation, % at 3 µM. actives 0.088% (n = 360,000). AID 588819; in the data active = activation above about 19%, passing the limit was not always enough
CHRM5 PAM: potentiates acetylcholine response at human M5 receptor; actives 0.3% (n = 360,000); CHO-K1 hM5, Fluo-8 calcium, ACh EC20 PAM; 0% = ACh EC20, 100% = ACh EC100; activation, % at 3 µM; P08912;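 active = activation above the run cutoff, the mean activation of all test compounds plus 3 SD, cut at about 18% in these data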
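system = human M5 receptor in CHO-K1 cells | compound = one concentration, 3 µM final (nominal) | schedule = Post-acetylcholine fluorescence recording 140 s | signal = Fluo-8 calcium dye fluorescence, kinetic read | benchmarks = low control EC20 acetylcholine (0%), high control EC100 acetylcholine (100%) | repeats = singlicate, one well per test compound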
CHRM4 antagonist: blocks acetylcholine activation of human M4 receptor; CHO-hM4 cells, ACh EC80, Fluo-8 calcium fluorescence; inhibition, % at 3 µM; P08173; AID 624125; actives 0.73% (n = 360,000);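 active = inhibition above its plate's cutoff, the mean inhibition of sample wells plus 3 SD, cut at about 27% in these data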;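 also: 0% = acetylcholine EC80 with DMSO and 100% = DMSO without agonist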
CHRM1 agonist: activates human CHRM1 receptor. P11229. CHO-K1 hM1, Fluo-8 calcium fluorescence, agonist mode; 0% DMSO, 100% acetylcholine EC100. activation, % at 3 µM. actives 0.33% (n = 360,000). AID 588814;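 active = activation above the run's mean compound activation plus 3 SD, cut at about 16% in these data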;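 also: peak over basal fluorescence ratio within a 140 s kinetic read after compound addition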
An asterisk follows results filed as active; / = not tested or not shown.

SMILES	CHRM1 antagonist	CHRM5 antagonist	M5 ag	TAAR1 agonist	M4 ag	CHRM1 PAM	CHRM5 PAM	CHRM4 antagonist	CHRM1 agonist
Cc1ccc(CNC(=S)N2CCOCC2)cc1	-3	5	0	8	0	1	2	10	-4
O=C(c1ccc(OC2CCN(Cc3cccc(F)c3)CC2)cc1)N1CCCCC1	4	5	-5	0	3	-1	-1	0	-6
CCCc1cc(-c2n[nH]c(C(=O)OCC)c2-c2cscn2)c(O)cc1O	-3	12	-1	4	7	6	-9	11	-1
COc1cc(N2CCCC2)c(OC)cc1C=O	-5	8	-4	4	0	4	-5	7	-3
COc1ccc(NC(=O)c2cc3c([nH]c4ccccc43)c(C)n2)cc1	-2	5	-2	1	1	10	-1	1	-8
O=C(c1ccccc1)N1CCN(S(=O)(=O)c2ccc(Cl)c(C(F)(F)F)c2)CC1	-2	2	1	0	0	-2	-4	12	-2
Cc1cccc2cc(COC(=O)C3CCCO3)c(=O)[nH]c12 (stereo not drawn)	-5	-3	2	-2	0	7	1	0	-2
CC(=O)NNc1ccc(C(F)(F)F)cc1[N+](=O)[O-]	-9	10	-3	4	1	0	-3	-10	-5
COC(=O)[C@]12CCCCC=C1N(Cc1cccc3ccccc13)C(=O)[C@H](CC(=O)N1CCOCC1)C2	/	15	4	19	17	/	-13	-2	/
Cc1ccc(C(=O)n2nc(-c3ccco3)nc2N)cc1	-8	0	2	4	1	10	3	7	-2
CN(C)S(=O)(=O)c1cc(NC(=O)COC(=O)CC2CC3CCC2C3)ccc1Cl (stereo not drawn)	-3	2	4	7	10	-2	-21	4	-4
Cc1cc(NC(=O)CCCC(=O)N(c2ccccc2)C(C(=O)NC2CCCCC2)c2cccs2)no1 (stereo not drawn)	-3	2	-1	0	0	4	-2	-7	-3
Cc1nc(CNC(=O)CC2C(=O)NCCN2Cc2ccc(F)cc2)cs1 (stereo not drawn)	-11	-1	-5	3	0	5	1	-8	-1
O=C(c1cc2c(s1)CCCC2)N1CCN(S(=O)(=O)c2ccccc2)CC1	14	0	-4	1	2	-8	-4	-4	-5
Cc1ccccc1C(=O)NC(=S)NC1CC1	-8	-2	-4	6	0	7	0	-20	-5
COc1ccc(S(=O)(=O)N2CCc3ccccc32)cc1C(=O)NCC(c1ccco1)N1CCCC1 (stereo not drawn)	-6	7	0	2	1	8	3	0	-7
Cc1ccc(NC(=O)N2CCC(c3ccccc3)C2)cc1C (stereo not drawn)	5	2	-1	1	-1	5	3	6	-2
O=C(NCc1ccc2c(c1)OCO2)C(c1ccco1)N(C(=O)c1csnn1)c1ccccc1 (stereo not drawn)	1	1	1	14	9	-3	-3	-4	0
O=C1S/C(=C\C=C\c2ccco2)C(=O)N1c1ccc(O)cc1	0	-3	3	-1	1	7	3	1	-3
CC(=O)N1CCC(C(=O)N2c3ccccc3N=C(c3ccc4c(c3)OCO4)C2C(=O)NCc2ccccc2)CC1 (stereo not drawn)	/	8	1	0	2	/	-4	-5	/
NCCNC[C@@H]1COC2(CCCCCCCCCCC2)O1	-16	0	-6	5	3	21	11	6	-3
CCOC(=O)c1sc(N2C(=O)C(O)=C(C(=O)c3ccco3)C2c2cccc([N+](=O)[O-])c2)nc1C (stereo not drawn)	7	-4	-3	0	-1	10	3	-6	8
CC(C)c1ccccc1NC(=S)NC1CCCCC1	-5	5	-2	-2	1	3	-6	-6	-7
O=C(CSC1=NS(=O)(=O)c2cc(F)ccc2N1)NCc1ccccc1Cl	-13	6	1	0	0	10	3	1	-4
COc1ccccc1/C=C/C(=O)OCC(=O)NC(=O)NC1CCCC1	12	15	1	3	-2	-7	4	4	-2

Single entries from the results shown:
CCOC(=O)c1sc(N2C(=O)C(O)=C(C(=O)c3ccco3)C2c2cccc([N+](=O)[O-])c2)nc1C (stereo not drawn) in M4 ag shows -1
O=C1S/C(=C\C=C\c2ccco2)C(=O)N1c1ccc(O)cc1 in CHRM1 agonist shows -3
Cc1ccccc1C(=O)NC(=S)NC1CC1 in CHRM4 antagonist shows -20

By substructure, the compounds so far with a thiophene ring, fused or not
SMILES	CHRM1 antagonist	CHRM5 antagonist	M5 ag	TAAR1 agonist	M4 ag	CHRM1 PAM	CHRM5 PAM	CHRM4 antagonist	CHRM1 agonist
Cc1cc(NC(=O)CCCC(=O)N(c2ccccc2)C(C(=O)NC2CCCCC2)c2cccs2)no1 (stereo not drawn)	-3	2	-1	0	0	4	-2	-7	-3
O=C(c1cc2c(s1)CCCC2)N1CCN(S(=O)(=O)c2ccccc2)CC1	14	0	-4	1	2	-8	-4	-4	-5

Further compounds follow:
SMILES	CHRM1 antagonist	CHRM5 antagonist	M5 ag	TAAR1 agonist	M4 ag	CHRM1 PAM	CHRM5 PAM	CHRM4 antagonist	CHRM1 agonist
CN(CC(=O)Nc1ccc(F)cc1)C(=O)COC(=O)CCN1C(=O)C2CC=CCC2C1=O (stereo not drawn)	-11	10	-3	0	1	10	-2	-4	-2
CCN(CC)C(=O)COc1ccc(/C=C(\C#N)S(=O)(=O)c2ccccc2)cc1OC	-15	8	0	10	1	13	0	0	-2
O=C1CC(N2CCC(c3nc4ccccc4s3)CC2)C(=O)N1Cc1ccccc1 (stereo not drawn)	-4	11	-1	13	12	-9	-10	-9	-1
O=C(NCc1cccnc1)c1cc(C2CCCN(C(=O)C3CCCCC3)C2)on1 (stereo not drawn)	-16	8	1	0	1	6	-4	-21	-7
O=C(c1ccccc1)C1CC1c1ccccc1 (stereo not drawn)	-2	22	-1	5	-2	2	-2	-2	-4
S=c1[nH]nc(COc2ccc(Cl)cc2)n1Cc1ccccc1	-4	-8	-2	2	1	-1	-3	7	-9
COc1ccc(/C=N/Nc2nc(-c3ccc(Cl)cc3)cc(C(F)(F)F)n2)cc1OC	16	-7	3	-1	1	-12	4	8	-13
CC(=O)N1CC(C)Sc2ccc(S(=O)(=O)NC(C)c3ccccc3)cc21 (stereo not drawn)	4	4	4	4	12	0	-2	-2	3
O=C(CN1CCCCC1)Nc1ccc(F)c(Cl)c1	-6	4	-3	5	0	9	-1	5	-5
CC(C)(C)c1nc(SCC(=O)N2CCCC2)c2ccccc2n1	-3	-8	-2	4	2	5	5	-6	-8
CCc1cccc(CC)c1NC(=O)C1SC(=Nc2ccccc2C)C(c2nc3ccccc3s2)=C1N (stereo not drawn)	1	8	-1	-1	3	0	-12	6	-5
O=S(=O)(c1ccccc1)c1ncc(C(F)(F)F)cc1O	-10	3	-3	-1	0	12	5	0	-6
CN(CC(=O)Nc1ccc2c(c1)OCCO2)S(=O)(=O)c1ccc(Br)s1	-17	-8	-2	9	5	4	0	-10	1
CCOC(=O)C1=CCC(c2ccccc2Cl)N(S(=O)(=O)c2ccc(C)cc2)C1 (stereo not drawn)	20	-3	-3	2	-2	-13	-1	-6	-8
COC(=O)c1ccc(NC(=O)CSc2nnc(C)n2-c2ccccc2)cc1	-8	-7	1	2	1	1	-1	-11	-3
O=C(NCCc1ccccc1)c1cnc2ccccn2c1=O	-4	-7	-2	14	2	6	9	-5	-8
CC(=O)c1cccc(NC(=O)Nc2cccnc2)c1	-15	-3	-1	3	3	13	10	2	1
O=C(O)C1CCCN(S(=O)(=O)c2ccccc2[N+](=O)[O-])C1 (stereo not drawn)	-21	-6	3	7	1	13	-1	10	-3
COc1ccc(N2CCN(C(=O)COC(=O)CNC(=O)c3ccccc3)CC2)cc1	-14	-1	0	5	2	6	-3	-3	0
Cc1nc(SCC(=O)N2CCc3ccccc32)n[nH]1	-21	-2	1	14	0	17	0	5	-1
CCC(CC)c1nnc(NC(=O)c2ccc([N+](=O)[O-])cc2)s1	6	-3	-2	4	0	-2	2	1	-1
O=C(NNC(=S)Nc1cccc(C(F)(F)F)c1)c1cccc(Cl)c1	18	46*	4	6	17	-16	-22	7	0
COc1ccccc1N1CCN(C2=CC(=O)CCC2)CC1	-5	3	-4	1	-1	-6	-3	3	-1
COc1cccc(C(=O)c2c[nH]c(C(=O)NCc3cccnc3)c2)c1	-5	7	-2	5	1	7	2	-14	-4
CN(C)CCCNC(=O)/C(=C\c1ccc(-c2ccc(Br)cc2)o1)NC(=O)c1ccccc1	-2	2	-7	13	0	1	1	5	-8

Following part.
SMILES	CHRM1 antagonist	CHRM5 antagonist	M5 ag	TAAR1 agonist	M4 ag	CHRM1 PAM	CHRM5 PAM	CHRM4 antagonist	CHRM1 agonist
COC(=O)c1ccc2c(=O)[nH]c(COC(=O)c3c(-c4ccccc4)noc3C)nc2c1	5	8	0	1	1	-2	0	-12	-5
O=C(CSc1ccc2nnc(-c3cccnc3)n2n1)NCc1ccc2c(c1)OCO2	64*	3	-1	0	1	-27	-7	26	-10
CC(C)c1ccccc1OCC(=O)NCC(c1cccs1)N1CCOCC1 (stereo not drawn)	-17	3	0	11	9	-4	-9	-5	-1
CCC(C)(C(=O)NC1CCCCC1)N(CC1CCCO1)C(=O)c1ccccn1 (stereo not drawn)	-4	0	0	7	0	11	3	6	-5
COc1ccc(CN(C)CC(=O)Nc2ccccc2C(=O)NC2CC2)cc1F	0	2	3	4	8	-1	-4	6	-5
O=C(C1=C[C@@H](C2CC2)C[C@@H](OCCCCO)O1)N1CCOCC1	-14	5	2	12	4	16	1	-5	-2
CC(C)(C)N1CC2(c3ccccc3)CN(C(C)(C)C)CC(c3ccccc3)(C1)C2=O	0	3	0	3	0	4	-4	7	-4
Cc1ccc(SCCN2CCC(C)CCC2=O)cc1 (stereo not drawn)	7	13	-3	2	2	-2	-4	-4	-7
CN(CCCNC(=O)c1cccn2c(=O)c3ccccc3nc12)Cc1ccccc1	24	10	-6	3	3	-20	-6	15	-9
O=C1CN(c2ccccc2)C(=S)N1C(=O)c1ccccc1	-11	7	-3	1	1	8	-1	-1	-3
O=C(Nc1ccc(F)cc1)C1CCCN(S(=O)(=O)c2cccc3cccnc23)C1 (stereo not drawn)	-5	-5	3	2	14	-3	-7	-11	2
CCOC(=O)CCNCc1ccc(OC)c(OC)c1	-7	9	-2	0	0	5	-2	0	-4
COc1ccc(C)cc1NC(=O)CSc1nnnn1Cc1ccccc1	-26	6	-6	0	0	6	-6	-8	0
CCc1cc2c3c(c(=O)oc2cc1OC(C)C(=O)O)CCCC3 (stereo not drawn)	-16	-16	3	7	0	16	-3	-9	1
COc1ccc(S(=O)(=O)Nc2ccc3oc4ncccc4c(=O)c3c2)cc1OC	-12	15	-4	4	2	10	-5	5	-1
CCc1nnc(NC(=O)CSc2nnc(CNC(=O)c3cc(OC)c(OC)c(OC)c3)o2)s1	-1	10	0	1	1	3	0	-1	-2
CC(=O)N1c2ccc(S(=O)(=O)N3CCC(C(=O)N4CCCC(C)C4)CC3)cc2CC1C (stereo not drawn)	2	9	0	2	10	0	-5	-19	-1
O=C(Nc1scc(-c2ccccc2)c1C(=O)O)c1ccccc1F	-9	8	-2	0	-1	2	9	2	-2
Cc1nn(-c2ccccc2C(=O)O)c(=O)c2ccccc12	-8	-1	-2	7	3	3	13	23	-5
Cc1cc(C)c2c(=O)[nH]c(=O)n(Cc3ccccc3)c2n1	-7	-1	-2	24	1	3	-1	-3	1
CCCCCN(C(=O)CCC(=O)OCC(=O)N1CCCC(C)C1)c1c(N)n(CCCC)c(=O)[nH]c1=O (stereo not drawn)	-12	-10	1	2	2	15	8	-7	-3

The list is partial; count on the stated rates, not on these rows.
